FUS yeast rescue: rescues growth of FUS-expressing yeast; S. cerevisiae FUS-expressing, growth rescue, OD600, 24 h; Potency, µM (doses to about 76.6 µM), inactives show top-dose growth rescue (activation), actives largely listed as activators; hit rate 0.24% among 390,000;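 further: potency means the concentration at half of the fitted maximal effect; plate controls were DMSO vehicle for no effect and reference control for full effect; nearly all actives have a fitted effect of over 55% in size; some results filed as inactive show a strong effect at the top dose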
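Read-out: OD at 600 nm after 24hr at 30C, reporting rescue of FUS-induced yeast toxicity. Cells at OD 0.005 in galactose (2%) minimal medium; compounds tested in a dilution series; CP55940 titration from 92uM final as control.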
Abeta rescue: compounds reversing amyloid beta toxicity in yeast; Potency, µM (series often up to 46.1 µM), for inactives: top-dose growth rescue, usual class: activators; yeast expressing A-beta42, growth rescue, OD600, 48 h; response scale: 0% DMSO, 100% iron-clioquinol control; hit rate 0.063% among 410,000; further: potency means the concentration at half of the fitted maximal effect; nearly all actives have a fitted effect of over 55% in size
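Growth rescue measured by 600 nm absorbance after 48 h yeast culture at 30 C with compound. Values normalized between DMSO and an equimolar ferric chloride plus clioquinol control.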
EPAC1 agonist: agonists of human EPAC1. EPAC1 agonist qHTS, biochemical assay; response scale: 100% = response to 6.5 mM cAMP. hit rate 0.073% among 360,000. O95398. Potency, µM (top dose mostly 154 µM), for the others: at the top dose activation, usual class: activators. AID 720707; further: potency means the concentration at half of the fitted maximal effect; nearly all actives have a fitted effect of over 60% in size
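Nucleotide exchange by EPAC1 (100 nM) on Rap1B–BODIPY-GDP (250 nM) in the presence of 50 uM GDP is tracked fluorescently at 480/540 nm over 30 min. Signals are normalized to a 6.5 mM cAMP control.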
WRN inhibitor: blocks human WRN helicase. Q14191. WRN helicase unwinding, fluorescent forked duplex, kinetic. Potency, µM (highest dose often 114 µM), inactives show top-dose activity change, negative = inhibition, usual class: inhibitors. hit rate 0.46% among 360,000. AID 651768; further: potency means the concentration at half of the fitted maximal effect; on the % scale 0 is the no-effect control and ±100 the full control effect; nearly all actives have a fitted effect of over 55% in size
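Primary qHTS, 1536-well format. 20 nM WRN + compound, 15 min RT; start with 100 nM forked fluorophore/quencher duplex, 2 mM ATP (final); kinetic read ex 525/em 598 nm.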
PI5P4Ka inh: blocks human PI5P4K alpha kinase activity; max response, %; P48426; PI5P4Kalpha enzyme, ADP-Glo luminescence, 60 min; stronger effect = lower value; hit rate 1.2% among 330,000; active means max response of -50% or lower; inconclusive means between -30% and -50%; inactive means -30% or higher; further: value at the top dose of about 77 µM; on the % scale 0 is the no-effect control and ±100 the full control effect
Target sequence (P48426 whole entry, looked up): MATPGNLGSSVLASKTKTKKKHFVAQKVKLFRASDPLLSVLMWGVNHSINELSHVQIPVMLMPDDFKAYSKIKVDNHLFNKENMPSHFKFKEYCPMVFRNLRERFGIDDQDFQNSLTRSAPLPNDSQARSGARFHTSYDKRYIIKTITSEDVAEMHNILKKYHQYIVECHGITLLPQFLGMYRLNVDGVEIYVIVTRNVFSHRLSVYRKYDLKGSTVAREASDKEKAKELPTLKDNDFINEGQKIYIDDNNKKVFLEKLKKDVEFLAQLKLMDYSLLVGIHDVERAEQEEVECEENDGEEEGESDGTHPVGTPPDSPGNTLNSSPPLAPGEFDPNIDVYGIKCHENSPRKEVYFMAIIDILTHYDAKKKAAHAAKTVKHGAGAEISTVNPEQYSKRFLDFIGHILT
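Single end-point luminescence (ADP-Glo) quantified ADP from PI5P4Kalpha turnover; ATP 5 microM final, 1 h at RT, 0.1% CHAPS and 0.28 mM EGTA in HEPES pH 7.4.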
EPAC1 antagonist: EPAC1 (human) antagonism | O95398 | Potency, µM (top dose mostly 115 µM), for inactives: at the highest dose activity change, negative = inhibition, hits mostly inhibitors | EPAC1 GEF assay, Rap1b-BODIPY-GDP exchange fluorescence | hit rate 0.14% among 360,000;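 further: potency means the concentration at half of the fitted maximal effect; plate controls were vehicle for no effect and positive control for full effect; nearly all actives have a fitted effect of over 50% in size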
PLK1 PBD block: inhibitors of human PLK1 polo-box domain binding. P53350. Plk1 PBD binding of FITC phosphopeptide, fluorescence polarization. Potency, µM, for inactives: max response, negative = inhibition, most hits filed as inhibitors. hit rate 2.8% among 360,000. AID 720504; further: potency means the concentration at half of the fitted maximal effect; series mostly up to about 57 µM; on the % scale 0 is the no-effect control and ±100 the full control effect; nearly all actives have a fitted effect of over 65% in size
Target sequence (P53350 whole entry, looked up, the tested form may be a part): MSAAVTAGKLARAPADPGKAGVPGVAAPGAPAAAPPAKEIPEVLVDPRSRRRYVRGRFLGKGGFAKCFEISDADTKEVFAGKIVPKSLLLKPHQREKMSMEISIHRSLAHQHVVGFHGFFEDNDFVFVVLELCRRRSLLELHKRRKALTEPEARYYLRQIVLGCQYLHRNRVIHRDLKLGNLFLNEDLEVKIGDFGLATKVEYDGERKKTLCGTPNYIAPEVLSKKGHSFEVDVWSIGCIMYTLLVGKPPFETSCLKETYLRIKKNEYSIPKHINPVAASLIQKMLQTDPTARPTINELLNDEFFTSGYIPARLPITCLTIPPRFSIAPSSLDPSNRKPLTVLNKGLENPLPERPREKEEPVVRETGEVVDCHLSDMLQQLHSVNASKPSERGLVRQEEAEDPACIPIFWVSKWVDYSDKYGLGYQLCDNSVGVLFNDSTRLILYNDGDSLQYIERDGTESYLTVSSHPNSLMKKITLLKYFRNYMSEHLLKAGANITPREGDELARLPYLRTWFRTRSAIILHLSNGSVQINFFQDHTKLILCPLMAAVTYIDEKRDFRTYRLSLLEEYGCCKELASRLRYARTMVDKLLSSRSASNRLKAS
IL2 activator: activators of IL-2; IL-2 activation reporter assay, cell-based qHTS; stimulated with anti-CD3/CD4/CD28 beads; in transgenic mouse T cells; activation, % (series mostly up to about 46 µM); hit rate 0.065% among 360,000; AID 652025; in the data active means activation above about 50%; inconclusive means mostly about 30% to 49%; further: 0% is about no effect
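Quantitative HTS in unstimulated transgenic mouse T cells, with memory T cells as non-tolerant control and PMA/ionomycin as tolerance-bypass control. Compound pretreatment lasted 60 minutes before 18 h bead stimulation; EGFP/DsRed fluorescence read.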
Numbers without * were called inactive; ? = inconclusive; . = not tested or not shown; & = joins results of further samples; [ ] = dose if it differs, or a comment. Unless noted, the call rests on the fitted dose curve; in most records, active means well fitted curve in the direction sought with a large enough effect; inconclusive means small, poorly fitted or top-dose-only effect, or another doubt; inactive means no such curve, though single readings can be large; an effect the other way counts as inactive or inconclusive.

SMILES	FUS yeast rescue	Abeta rescue	EPAC1 agonist	WRN inhibitor	PI5P4Ka inh	EPAC1 antagonist	PLK1 PBD block	IL2 activator
C[C@@H]1CN([C@@H](C)CO)C(=O)c2cc(NC(=O)c3ccncc3)ccc2O[C@@H](C)CCCCO[C@@H]1CN(C)C(=O)Cc1ccccc1	12%	8%	-6%	-2%	1	2%	-1%	-0.9
Cc1c(NC(=O)C2C3C=CC(C3)C2C(=O)O)c(=O)n(-c2ccccc2)n1C (centres undefined)	-12%	-2%	3%	-10%	.	-7%	-16%	-3.3
CCN(CC)C(=O)[C@H]1C[C@H](CC(=O)NCc2ccc(OC)c(OC)c2)C(=O)N2CCc3c([nH]c4ccc(Cl)cc34)[C@]12C	42%	2%	-6%	-1%	0	-23%	-2%	-0.5
CCO[C@H]1OC(C(=O)NCc2nc3ccccc3[nH]2)=C[C@@H](c2ccccc2)[C@@H]1CCCO	-3%	1%	-13%	3%	-2	-10%	5%	-0.3
O=C(Nc1ccc(Oc2ncnc3cc(Cl)ccc23)nc1)Nc1cccc(C(F)(F)F)c1	-16%	-18%	1%	-3%	3	2%	-1%	1.3
COC(=O)C1CCc2c(ccc3c2CCCC3)C1=O (centres undefined)	-3%	-23%	7%	9%	-4	-20%	-11%	-0.7
CCN(CC)C(=O)/C(=C\c1ccncc1)NC(=O)c1ccccc1	7%	-11%	0%	-7%	-2	7%	-5%	3.6
COc1cc2c(cc1OC)C(C)N(C(=O)C1=NN(c3cccc(C)c3)C(=O)CC1)CC2 (centres undefined)	23%	7%	-9%	11%	-9	-15%	-1%	-3.5
O=C(NC(=S)Nc1ccc(CN2CCCCC2)cc1)c1ccco1	7%	-7%	1%	4%	-2	-5%	-24%	-0.2
Cc1ccc(C(=O)N2c3ccccc3OCC2C)cc1 (centres undefined)	-13%	-18%	17%	0%	-1	4%	-3%	-2.5
O=C(c1cnc(-c2ccc(Cl)cc2)s1)c1ccc(Cl)cc1Cl	20%	11%	-5%	-10%	1	-4%	-3%	-0.1
CC(C)(C)OC(=O)N[C@@H](Cc1ccccc1)c1nnc(SCC(=O)c2ccc(Cl)cc2)o1	20%	20%	-3%	5%	.	8%	-1%	-4.2
Cn1c(N)c(C(=O)COC(=O)c2cccc(S(=O)(=O)N3CCCCC3)c2)c(=O)n(C)c1=O	.	17%	-1%	-18%	3	-26%	-13%	0.8
O=C(NCCC(=O)N1CCC2(CC1)NCCc1[nH]cnc12)c1cccc(Br)c1	-2%	5%	6%	-4%	0	-2%	-8%	0.7
CCOc1ccccc1NC(=O)c1ccc2c(c1)C(=O)N(CC1CCCO1)C2=O (centres undefined)	20%	8%	-2%	3%	-2	-13%	-12%	-2.1
N#Cc1cc(-c2ccc(Cl)cc2)cnc1Sc1ccccc1	3%	15%	8%	-7%	.	-9%	2%	-1.6
Cc1cc2c(=O)[nH]c(Cc3ccccc3)nc2s1	-32%	18%	5%	-1%	-5	7%	-7%	-0.8
C[C@H](CO)N1C[C@H](C)[C@@H](CN(C)Cc2ccccc2)Oc2c(NS(=O)(=O)c3ccc(F)cc3)cccc2C1=O	13%	5%	-8%	3%	0	9%	-7%	-1.8
O=C(NCC(=O)N(c1ccccc1)C(C(=O)NC1CCCC1)c1ccncc1)c1cccs1 (centres undefined)	-13%	1%	1%	3%	-3	18%	3%	0.2
Cc1cc(-c2ccccc2)c(C#N)c(N)n1	-21%	6%	7%	-2%	3	-1%	-2%	-0.3
CSc1nc(=O)n(-c2ccccc2)c(C)c1C(C)=O	6%	0%	-2%	8%	.	7%	1%	0.4
COc1cccc(C(O)c2ncc(-c3ccc(C(F)(F)F)cc3)[nH]2)c1 (centres undefined)	-21%	-9%	-23%	-5%	-2	-25%	0%	-0.2
COCCNC(=O)Cn1nc(-c2ccc(Cl)cc2)c2ccccc2c1=O	-8%	-9%	1%	8%	2	-7%	-12%	-0.1
CCS(=O)(=O)C1=NN2C(=N)/C(=C\c3ccc(OC(=O)c4ccco4)c(OC)c3)C(=O)N=C2S1	?	12%	-4%	-26%	-57*	-8%	?	27
COCCN(CC(=O)Nc1ccccc1C(F)(F)F)C(=O)/C=C/c1cc(Cl)c2c(c1)OCCO2	.	-5%	-2%	?	1	-4%	-12%	-2.3

Nine structures already listed, sorted by formula weight, descending:
SMILES	FUS yeast rescue	Abeta rescue	EPAC1 agonist	WRN inhibitor	PI5P4Ka inh	EPAC1 antagonist	PLK1 PBD block	IL2 activator
CCN(CC)C(=O)[C@H]1C[C@H](CC(=O)NCc2ccc(OC)c(OC)c2)C(=O)N2CCc3c([nH]c4ccc(Cl)cc34)[C@]12C	42%	2%	-6%	-1%	0	-23%	-2%	-0.5
CCS(=O)(=O)C1=NN2C(=N)/C(=C\c3ccc(OC(=O)c4ccco4)c(OC)c3)C(=O)N=C2S1	?	12%	-4%	-26%	-57*	-8%	?	27
CC(C)(C)OC(=O)N[C@@H](Cc1ccccc1)c1nnc(SCC(=O)c2ccc(Cl)cc2)o1	20%	20%	-3%	5%	.	8%	-1%	-4.2
Cn1c(N)c(C(=O)COC(=O)c2cccc(S(=O)(=O)N3CCCCC3)c2)c(=O)n(C)c1=O	.	17%	-1%	-18%	3	-26%	-13%	0.8
O=C(NCC(=O)N(c1ccccc1)C(C(=O)NC1CCCC1)c1ccncc1)c1cccs1 (centres undefined)	-13%	1%	1%	3%	-3	18%	3%	0.2
CCO[C@H]1OC(C(=O)NCc2nc3ccccc3[nH]2)=C[C@@H](c2ccccc2)[C@@H]1CCCO	-3%	1%	-13%	3%	-2	-10%	5%	-0.3
COCCNC(=O)Cn1nc(-c2ccc(Cl)cc2)c2ccccc2c1=O	-8%	-9%	1%	8%	2	-7%	-12%	-0.1
Cc1c(NC(=O)C2C3C=CC(C3)C2C(=O)O)c(=O)n(-c2ccccc2)n1C (centres undefined)	-12%	-2%	3%	-10%	.	-7%	-16%	-3.3
CSc1nc(=O)n(-c2ccccc2)c(C)c1C(C)=O	6%	0%	-2%	8%	.	7%	1%	0.4

Other records.
SMILES	FUS yeast rescue	Abeta rescue	EPAC1 agonist	WRN inhibitor	PI5P4Ka inh	EPAC1 antagonist	PLK1 PBD block	IL2 activator
CCC1CCCCN1CC(=O)c1c(C)[nH]c2ccc(OC)cc12 (centres undefined)	-3%	2%	2%	-22%	0	-5%	-6%	-0.6
Cc1cc(OCC(=O)NCCN2CCOCC2)cc(C)c1Br	-10%	5%	3%	4%	-1	3%	-12%	0.5
CCC(c1nnc(SCC(=O)NC23CC4CC(CC(C4)C2)C3)o1)N(C)C (centres undefined)	0%	8%	-11%	0%	2	0%	-13%	1.8
COc1cccc2cc(CC(=O)c3ccccc3)c(=O)oc12	-16%	-17%	10%	-2%	4	4%	-11%	0.2
O=C(COc1ccc2ccccc2c1Br)N1CCOCC1	7%	11%	7%	5%	-1	10%	-1%	0.1
CC1(N=Cc2cc(Cl)ccc2O)COP(=O)(Nc2ccccc2)OC1 (centres undefined)	.	0%	-3%	6%	0	11%	1%	-4.4
O=C(NCCN1CCCC1=O)C1CCC(=O)N(CCc2cccc(F)c2)C1 (centres undefined)	-8%	-13%	4%	-3%	4	-2%	0%	0.6
COc1cccc(/C(O)=C/c2nc3ccc(C(=O)NCCc4cccc(C)c4)cc3[nH]c2=O)c1	.	14%	89µM*	71µM*	0	3%	-12%	0.6
CCC1NC(=O)c2cccnc2-n2c1nc1cc(C)cc(C)c1c2=O (centres undefined)	9%	4%	-18%	-4%	2	-9%	-8%	1.3
Cc1ccc(NC(=O)CCC(=O)c2ccc(F)cc2)cc1Cl	-3%	18%	-4%	-5%	-3	7%	-6%	0.8
Cc1nn(-c2ncccn2)c2c1C(=O)CC(C)(C)C2Br (centres undefined)	-20%	-13%	-10%	0%	-4	-1%	-11%	0.4
COc1cc(O)c(/C=N/NC(=O)c2ccncc2)c(OC)c1[N+](=O)[O-]	4%	-8%	7%	-10%	0	-6%	-7%	-0.6
COc1ccc(C2=COc3ccccc3C(=O)N2)cc1	-8%	-8%	1%	2%	-5	3%	-2%	-0.4
COCCCNC(=O)c1ccc2c(c1)OCO2	3%	-2%	1%	-4%	1	3%	0%	-3.9
Cc1csc2ncc(C(=O)Nc3ccc4c(c3)OCCO4)c(=O)n12	-20%	9%	6%	-7%	7	-10%	-12%	3.1
Cc1cc(C)c(S(=O)(=O)N2C[C@H]3CON(C)[C@H]3C[C@H]2c2ccc(N3CCCCC3)cc2)c(C)c1	-8%	-7%	0%	1%	22	-16%	19%	2.0
CCC(=O)Nc1nnc(S(=O)(=O)N(CC)c2ccc(OC)cc2)s1	-15%	-4%	2%	1%	8	-20%	-7%	-0.4
CCCCn1c(N)c(N(CC)C(=O)c2cc(CC)c(C)s2)c(=O)[nH]c1=O	16%	25%	-48%[inhibitor]	-6%	-3	-16%	-5%	2.8
CN(Cc1ccco1)C(=O)CCc1nc2sc3c(c2c(=O)[nH]1)CCCC3	54%	7%	-1%	-23%	?	?	-26%	-0.5
O=C(Nc1nc2ccccc2[nH]1)C1CC1	0%	-1%	1%	0%	0	-6%	-3%	0.3
O=C(NCCCn1ccnc1)c1cnn2c1NC(c1ccccc1)CC2C(F)(F)F (centres undefined)	-5%	13%	2%	-10%	.	-5%	-2%	-2.0
O=C(CCNS(=O)(=O)c1cccc2nsnc12)NCc1ccccc1Cl	11%	3%	9%	-1%	2	23%	0%	-0.4
O=C(Nc1cccc(F)c1)/C(=C\c1ccco1)NC(=O)c1cccs1	26%	5%	6%	-6%	-27	2%	-20%	-1.6
COc1ccc(Cn2c(O)c(C=Nc3ccc(C)cc3)c3ccccc3c2=O)cc1	.	-5%	8%	-12%	-1	-1%	-4%	0.8
CS(=O)(=O)N1CCN(c2ccc(Cl)cc2[N+](=O)[O-])CC1	.	2%	-2%	-20%	9	1%	-1%	0.1
Cc1ccc(Nc2c(-c3ccc(N4CCOCC4)cc3)nc3ncccn23)c(C)c1	37%&28%	3%&5%	3%	-6%	-7	-17%	11%	-2.3
CCCS(=O)(=O)NC(=O)C1(C)CCCN(C(=O)c2c(F)ccc(C)c2F)C1 (centres undefined)	-21%	-6%	-8%	13%	4	14%	3%	-0.3

Bioassay records: PubChem BioAssay, National Center for Advancing Translational Sciences (NCATS)
